# IL1B NFkB pot: enhances IL-1B driven NFkB nuclear translocation. AID 819. HUVEC IL-1B NFkB p65 nuclear translocation imaging. actives 0.3% (n = 94,000). activation, % at 2 µM;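 active means activation above 40%, about the mean plus 3 SD, also judged a hit on visual image review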;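 further: percent activation is computed from the nuclear over cytoplasmic p65 intensity ratio; values of inactives mirror those of a sister screen read the other way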
# Bcl-B displacement: displacers of TR3 peptide from Bcl-B, primary screen, selectivity assay for Bfl-1 inhibitor project, biochemical, fluorescence polarization | FP displacement of FITC-TR3 peptide from Bcl-B; higher % means a stronger effect | displacement, % at 20 µM; hits with a dose series show IC50 in µM | actives 0.11% (n = 96,000);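 active means displacement above 50% at 20 µM plus a fluorescence interference ratio under 1.5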;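 further: plate controls were wells without compound for no effect and wells lacking Bcl-B protein for full effect; a part of the inactive calls stands beside numbers as strong as those of hits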
# NFkB transloc inh: blocks IL-1B driven NFkB nuclear translocation in HUVEC cells; HUVEC IL-1B NFkB p65 nuclear translocation imaging; inhibition, % at 2 µM; actives 0.43% (n = 94,000);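 active means inhibition above about 30% together with a positive call from visual inspection of the well image, limit read from the data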;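 further: nuclear over cytoplasmic p65 intensity ratio measured by imaging; 0% = IL-1B stimulated DMSO wells and 100% = unstimulated DMSO wells; values of inactives mirror those of a sister screen read the other way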
# PLAP inhibitors HTS: PLAP enzyme inhibitors, biochemical, luminescence, HTS (AID 690). purified PLAP, luminescent substrate; higher % means a stronger effect. actives 0.08% (n = 96,000). inhibition, % at 20 µM, or IC50 in µM where a hit was titrated; in the data active means a potency from the dose series; inactive means the rest, 99 in 100 with inhibition below about 30%; further: strong numbers were not always called active
# MRP reversal: MRP-mediated drug resistance reversal | H69AR cells + 2 uM doxorubicin, CellTiter-Glo, 72 h | differential viability (reversal), % at 10 µM | actives 0.04% (n = 85,000) | AID 602;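 active means viability drop by adding the cancer drug above about 55%, with treated viability meeting a 40% cutoff, limit read from the data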;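 further: viability without doxorubicin minus viability with 2 µM doxorubicin for each compound; larger differential means the compound sensitizes cells more to doxorubicin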
# MRP reversal cytotoxicity: second read-out of MRP reversal, no call of its own (marks repeat the call); viability, %; H69AR cells, CellTiter-Glo, 72 h; measured here: cytotoxicity without doxorubicin
# MRP reversal with doxorubicin: second read-out of MRP reversal, no call of its own (marks repeat the call); viability, %; measured here: viability with 2 uM doxorubicin; stronger effect = lower value
# NFkB transloc inh cell count 2 µM: recorded beside NFkB transloc inh, whose call it bears; cell count; measured here: cells passing quality filter;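 raw number of nuclei counted in each imaged well without normalization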
# IL1B NFkB pot cell count 2 µM: recorded beside IL1B NFkB pot, whose call it bears; cell count; measured here: cells passing quality filter
# Active calls of the source: *; . = not tested or not shown. This is a subset, so the mix of outcomes need not match the whole.
entry	smiles	IL1B NFkB pot	IL1B NFkB pot cell count 2 µM	Bcl-B displacement	NFkB transloc inh	NFkB transloc inh cell count 2 µM
1	O=C(NCc1ccc(F)cc1)C1CCCN(S(=O)(=O)c2cccc3nsnc23)C1 (configuration not stated)	9	126	3%	-9	126
2	Cc1cc(C(=O)Nc2c(C)cccc2C)n(-c2ccccc2)n1	14	191	9%	-14	191
3	COc1ccc(CN2C(=O)C(O)(CC(=O)c3c(C)n[nH]c3C)c3ccccc32)cc1OC (configuration not stated)	35	107	-11%	-35	107
4	COc1ccc(-c2nc(C#N)c(NCC3CCCO3)o2)cc1 (configuration not stated)	7	157	3%	-7	157
5	COCCCn1c2nc3ccccc3nc2c2c(=O)n(Cc3ccccc3Cl)cnc21	.	.	8%	.	.
6	O=C(NCCc1ccccc1)C1CCCN(C(=O)NC2CCCCC2)C1 (configuration not stated)	20	195	-5%	-20	195
7	O=C(COC(=O)c1ccccc1)NCc1ccco1	-1	111	41%	1	111
8	Cc1onc(-c2ccccc2Cl)c1C(=O)N1CC(C)OC(C)C1 (configuration not stated)	2	125	-3%	-2	125

entry	PLAP inhibitors HTS	MRP reversal	MRP reversal cytotoxicity	MRP reversal with doxorubicin
1	6%	-6	100	106
2	14%	9	87	78
3	-44%	15	94	79
4	-29%	-8	81	89
5	19%	1	3	2
6	7%	-14	93	108
7	8%	10	100	90
8	-23%	18	90	72

# Later entries.
entry	smiles	IL1B NFkB pot	IL1B NFkB pot cell count 2 µM	Bcl-B displacement	NFkB transloc inh	NFkB transloc inh cell count 2 µM
9	COc1ccc(S(=O)(=O)N[C@@H](CC(C)C)C(=O)O)cc1	-12	93	-19%	12	93
10	O=C(COC(=O)c1cnccn1)c1ccccc1	-2	48	-12%	2	48
11	S=c1[nH]nc(-c2cccnc2)n1/N=C/c1cccs1	-6	124	-7%	6	124
12	CCc1[nH]c(=O)c(C#N)c2c1CSC(C)(C)C2	15	140	.	-15	140
13	CSCCC(NC(=O)c1cncc(Br)c1)C(=O)O (configuration not stated)	13	141	-8%	-13	141
14	CCOc1cc(/C=C(/C#N)c2ccc(F)cc2)ccc1OCc1ccc(C(=O)O)o1	.	.	-1%	.	.
15	COc1ccc(N2C(=O)CCC(C(=O)O)C2c2ccc(OC)c(OC)c2)cc1 (configuration not stated)	24	163	-3%	-24	163
16	CCCn1c(SCC(=O)/C(C#N)=C(\C)N)n[nH]c1=O	.	.	20%	.	.

entry	PLAP inhibitors HTS	MRP reversal	MRP reversal cytotoxicity	MRP reversal with doxorubicin
9	-11%	-4	102	105
10	15%	8	103	95
11	4%	.	.	.
12	.	.	.	.
13	-6%	3	89	87
14	-44%	1	82	81
15	-14%	.	.	.
16	-17%	-16	93	108

# The list continues.
entry	smiles	IL1B NFkB pot	IL1B NFkB pot cell count 2 µM	Bcl-B displacement	NFkB transloc inh	NFkB transloc inh cell count 2 µM
17	Cc1cc(C)cc(NC(=O)C2(c3ccccc3)CC2(Cl)Cl)c1 (configuration not stated)	2	76	0%	-2	76
18	COc1cc(C(=O)N(CCc2ccccc2)C2CC3CCC(C2)N3C)cc(OC)c1OC (configuration not stated)	.	.	-1%	.	.
19	CCS(=O)(=O)N1CCC(NC(=O)c2cc(OC)cc(OC)c2)CC1	18	134	-9%	-18	134
20	CC(CCCC(C)(C)O)NCCO (configuration not stated)	-9	100	2%	9	100
21	Cc1ccccc1NC(=O)CC1(c2ccc(N(C)C)cc2)C(=O)c2ccccc2C1=O	-7	159	-3%	7	159
22	CCC(C)(C)n1nnnc1C(c1ccc(Cl)cc1)N1CCN(C)CC1 (configuration not stated)	.	.	-4%	.	.
23	C/C(N)=C(/C#N)C(=O)COc1ncnc2ccccc12	3	80	-7%	-3	80
24	CCCC(=O)NCCc1cc2ccc(C)c(C)c2[nH]c1=O	.	.	-2%	.	.

entry	PLAP inhibitors HTS	MRP reversal	MRP reversal cytotoxicity	MRP reversal with doxorubicin
17	-9%	.	.	.
18	-71%	-4	88	92
19	4%	16	94	78
20	-2%	-3	101	104
21	-36%	.	.	.
22	-61%	17	95	78
23	.	11	107	96
24	-7%	3	95	92

# Following part:
entry	smiles	IL1B NFkB pot	IL1B NFkB pot cell count 2 µM	Bcl-B displacement	NFkB transloc inh	NFkB transloc inh cell count 2 µM
25	CCOC(=O)c1ccc(NC(=O)CSc2nnc(C3CCCCC3)n2C)cc1	1	166	.	-1	166
26	CCCOCCOC(=O)C1=C(C)NC(=O)NC1c1cc(Cl)c(O)c(OC)c1 (configuration not stated)	0	134	-10%	0	134
27	O=c1[nH]c2cnccc2n1-c1ccccc1	18	135	8%	-18	135
28	CC(C)=C(NC(=O)c1ccco1)C(=O)NCCc1nc2ccccc2[nH]1	24	140	-9%	-24	140
29	O=C(O)CCCN1C(=O)NC2NC(=O)NC21 (configuration not stated)	11	194	-6%	-11	194
30	COc1ccc(NC(=O)CSC2CC(=O)N(c3ccc4c(c3)OCCO4)C2=O)cc1 (configuration not stated)	.	.	-6%	.	.
31	O=C(c1ccc2snnc2c1)N1CCOCC1	-15	118	-3%	15	118
32	N#CC1=C(N)N(c2ccccc2)C2=C(C(=O)CCC2)C1c1ccccc1 (configuration not stated)	3	147	.	-3	147

entry	PLAP inhibitors HTS	MRP reversal	MRP reversal cytotoxicity	MRP reversal with doxorubicin
25	.	13	88	74
26	-5%	11	82	71
27	9%	-2	86	88
28	12%	-1	94	95
29	8%	5	103	97
30	-9%	-12	86	98
31	10%	5	100	95
32	.	8	40	32

# Following part:
entry	smiles	IL1B NFkB pot	IL1B NFkB pot cell count 2 µM	Bcl-B displacement	NFkB transloc inh	NFkB transloc inh cell count 2 µM
33	COc1cccc(-n2cnc3cccc(N)c32)c1	.	.	-10%	.	.
34	O=C(CN1CCOCC1)Nc1nc2ccc(Br)cc2s1	-11	92	-17%	11	92
35	CCSc1nc2c(c(=O)n1-c1ccc(F)cc1)SCC2	-4	68	.	4	68
36	O=C(COc1ccccc1)Nc1cc(C(F)(F)F)ccc1N1CCCC1	4	129	8%	-4	129
37	c1ccc2[nH]c(CSc3nnc(-c4ccncc4)o3)nc2c1	.	.	3%	.	.
38	CCN1CCN(c2nc3c(C)cccn3c(=O)c2/C=C(\C#N)S(=O)(=O)c2ccccc2)CC1	-8	185	36%	8	185
39	COC(=O)C1=C(C)N(c2ccc(C)cc2)/C(=C/c2cccs2)C1=O	8	84	-4%	-8	84
40	CC(=O)OC(C(=O)NC1CCCCC1)c1ccc(C#N)cc1 (configuration not stated)	-10	124	-2%	10	124

entry	PLAP inhibitors HTS	MRP reversal	MRP reversal cytotoxicity	MRP reversal with doxorubicin
33	-15%	.	.	.
34	-86%	7	79	72
35	.	.	.	.
36	-26%	.	.	.
37	-124%	14	91	77
38	-28%	8	105	96
39	-1%	.	.	.
40	9%	-5	88	93

# Next results.
entry	smiles	IL1B NFkB pot	IL1B NFkB pot cell count 2 µM	Bcl-B displacement	NFkB transloc inh	NFkB transloc inh cell count 2 µM
41	COc1cc(C(=O)Nc2c(-c3ccccn3)c(=O)c3ccccc3n2C)cc(OC)c1OC	.	.	4%	.	.
42	COCCn1c(SC)nnc1-c1c[nH]c2ccccc12	.	.	-5%	.	.
43	CC1=CC(C)(C)N(C(=O)CSc2ncn[nH]2)c2ccc(C)cc21	14	190	-10%	-14	190
44	CNC(=S)N/N=C/c1c(C)nn(-c2ccccc2)c1Cl	-16	134	-8%	16	134
45	S=c1[nH]nc(-c2ccc(Cl)cc2)n1CC1CCCO1 (configuration not stated)	28	185	-9%	-28	185
46	CCOc1cc2[nH]c(=O)n(CCCC(=O)NCc3ccco3)c(=O)c2cc1OCC	-6	99	18%	6	99
47	COc1ccc(OCC(=O)Nc2cccc(NC(=O)COc3ccc(OC)cc3)n2)cc1	33	118	-5%	-33	118
48	Cc1ccc(C(=O)Nc2nc(=O)n(C(=O)c3ccccc3C)s2)cc1	.	.	-6%	.	.

entry	PLAP inhibitors HTS	MRP reversal	MRP reversal cytotoxicity	MRP reversal with doxorubicin
41	-6%	-7	81	88
42	13%	17	93	77
43	-213%	5	106	101
44	-11%	.	.	.
45	-83%	-8	83	91
46	2%	-9	73	83
47	-2%	-2	66	68
48	-62%	-3	80	82

# Continued.
entry	smiles	IL1B NFkB pot	IL1B NFkB pot cell count 2 µM	Bcl-B displacement	NFkB transloc inh	NFkB transloc inh cell count 2 µM
49	Cc1nc(C)c(C(=O)Nc2ccc(Oc3ccccc3)cc2)o1	8	110	-1%	-8	110
50	COc1ccc(N2C(=O)CC(Sc3nnc(-c4ccccc4)o3)C2=O)cc1 (configuration not stated)	.	.	10%	.	.
51	CN(C)c1ccc(NC(=O)c2ccc3nsnc3c2)cc1	-1	105	-1%	1	105
52	OCCN(CCO)CC(O)COc1ccc2c(c1)OCO2 (configuration not stated)	12	149	-10%	-12	149
53	COc1cccc(N2CCN(C(=O)c3ccc(=O)oc3)CC2C)c1 (configuration not stated)	25	118	-13%	-26	118
54	CC(NC(=O)c1noc2c1CCCCC2)c1ccccc1 (configuration not stated)	11	66	0%	-11	66
55	Nc1c(C(=O)NCC2CCCO2)sc(=S)n1-c1ccccc1 (configuration not stated)	-6	134	10%	6	134
56	O=S(=O)(NCc1cccnc1)c1ccc2c(c1)OCCO2	-14	89	.	14	89

entry	PLAP inhibitors HTS	MRP reversal	MRP reversal cytotoxicity	MRP reversal with doxorubicin
49	-42%	-18	75	93
50	-1%	-1	1	2
51	3%	.	.	.
52	-7%	3	92	88
53	-41%	-13	87	100
54	-1%	16	95	79
55	9%	1	94	92
56	.	-5	94	99

# Continued:
entry	smiles	IL1B NFkB pot	IL1B NFkB pot cell count 2 µM	Bcl-B displacement	NFkB transloc inh	NFkB transloc inh cell count 2 µM
57	COc1cccc(NS(=O)(=O)c2cc(C)sc2C)c1	3	147	.	-3	147
58	NC1=CC(=O)c2cccc3cccc1c23	6	57	133%	-4	57
59	Cc1[nH]n(-c2cccc(Cl)c2)c(=O)c1C=NC12CN3CN(CN(C3)C1)C2	2	122	-2%	-2	122
60	COc1cccc(OC)c1C(=O)Nc1ccc(CN2CCCCC2)cc1	3	76	10%	-3	76
61	CC(=O)N(C(C)=O)c1ccc2nc(C)[nH]c(=O)c2c1	3	164	-8%	-3	164
62	CCc1nnc(NC(=O)CSc2nnc(COc3ccc(C#N)cc3)n2-c2ccccc2)s1	-8	156	15%	8	156
63	CC(C)Oc1ccc(C2CC(=O)N(c3cccc(C(=O)O)c3)C2=O)cc1 (configuration not stated)	10	167	-3%	-10	167

entry	PLAP inhibitors HTS	MRP reversal	MRP reversal cytotoxicity	MRP reversal with doxorubicin
57	.	11	103	92
58	3%	-6	58	63
59	-4%	.	.	.
60	9%	3	96	93
61	13%	-12	77	89
62	-10%	0	99	99
63	-16%	-13	97	110

# Molecules listed so far that contain an aryl thioether with sulfur outside any ring, in the order listed:
entry	smiles	IL1B NFkB pot	IL1B NFkB pot cell count 2 µM	Bcl-B displacement	NFkB transloc inh	NFkB transloc inh cell count 2 µM
16	CCCn1c(SCC(=O)/C(C#N)=C(\C)N)n[nH]c1=O	.	.	20%	.	.
25	CCOC(=O)c1ccc(NC(=O)CSc2nnc(C3CCCCC3)n2C)cc1	1	166	.	-1	166
35	CCSc1nc2c(c(=O)n1-c1ccc(F)cc1)SCC2	-4	68	.	4	68
37	c1ccc2[nH]c(CSc3nnc(-c4ccncc4)o3)nc2c1	.	.	3%	.	.
42	COCCn1c(SC)nnc1-c1c[nH]c2ccccc12	.	.	-5%	.	.
43	CC1=CC(C)(C)N(C(=O)CSc2ncn[nH]2)c2ccc(C)cc21	14	190	-10%	-14	190
50	COc1ccc(N2C(=O)CC(Sc3nnc(-c4ccccc4)o3)C2=O)cc1 (configuration not stated)	.	.	10%	.	.
62	CCc1nnc(NC(=O)CSc2nnc(COc3ccc(C#N)cc3)n2-c2ccccc2)s1	-8	156	15%	8	156

entry	PLAP inhibitors HTS	MRP reversal	MRP reversal cytotoxicity	MRP reversal with doxorubicin
16	-17%	-16	93	108
25	.	13	88	74
35	.	.	.	.
37	-124%	14	91	77
42	13%	17	93	77
43	-213%	5	106	101
50	-1%	-1	1	2
62	-10%	0	99	99

# Assay outcomes from PubChem BioAssay.
